# Bim-Bcl-XL: disrupts Bim peptide binding to human Bcl-XL. Q07817. bead flow cytometry, fluorescence. inhibition, % at 10 µM. 0.04% of 190,000 active
# Avidin fluor: avidin bead compound fluorescence profile | Avidin beads, compound fluorescence 488/530 nm, flow cytometry; stronger effect = higher value | fluorescence (KMESF) at 10 µM | 0.38% of 220,000 active | AID 1775; in the data active = fluorescence above about 47; note: inactives centre near 10
# Bcl-2 Bim block: inhibitors of Bim-Bcl-2 interaction, human; P10415; 0.06% of 190,000 active; inhibition, % at 10 µM; AID 950; Bead-based flow cytometry, Bim peptide-Bcl-2 binding; in the data active = inhibition above about 40%; inconclusive = no clear call, values can overlap the other calls;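 note: 0% = no compound wells with probe peptide and 100% = reference peptide inhibitor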
# ABCG2 block: blocks JC-1 efflux by human ABCG2 transporter; Q9UNQ0; IgMXP3 cells, flow cytometry; inhibition, % at 6.6 µM; 0.1% of 190,000 active; AID 1325;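 active = inhibition above 80%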;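 note: 0% = DMSO and 100% = nicardipine control wells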
# Target sequence (Q9UNQ0 whole entry, looked up): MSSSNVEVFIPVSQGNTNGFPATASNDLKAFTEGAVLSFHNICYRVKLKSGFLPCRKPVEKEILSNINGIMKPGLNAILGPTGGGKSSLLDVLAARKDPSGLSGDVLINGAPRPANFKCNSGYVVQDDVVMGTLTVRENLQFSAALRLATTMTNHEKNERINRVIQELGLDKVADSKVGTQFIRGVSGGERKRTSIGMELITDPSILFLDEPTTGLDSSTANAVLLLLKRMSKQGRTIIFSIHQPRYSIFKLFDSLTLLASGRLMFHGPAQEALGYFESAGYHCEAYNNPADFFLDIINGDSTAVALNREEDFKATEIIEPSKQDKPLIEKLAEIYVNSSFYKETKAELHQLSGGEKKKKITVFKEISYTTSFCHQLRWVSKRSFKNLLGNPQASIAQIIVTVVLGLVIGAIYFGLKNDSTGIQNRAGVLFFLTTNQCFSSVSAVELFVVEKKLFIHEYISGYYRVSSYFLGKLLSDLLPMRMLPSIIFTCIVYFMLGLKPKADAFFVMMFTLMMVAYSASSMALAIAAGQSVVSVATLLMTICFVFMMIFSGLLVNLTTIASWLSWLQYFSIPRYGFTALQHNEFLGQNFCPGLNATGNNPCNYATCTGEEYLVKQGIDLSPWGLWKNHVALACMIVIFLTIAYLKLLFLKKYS
#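 Read-out basis: Efflux inhibition in percent versus controls | Test system: ABCG2 IgMXP3 and barcoded ABCB1 CCRF-Adr cell mix | Quantity: 3 million cells/mL in well | Schedule: 10 min at 25 °C | Control set: Nicardipine as high control, DMSO as low control | Reagent: JC-1 as fluorescent efflux pump substrate | Signal: Flow cytometry of retained JC-1 fluorescence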
# Bcl-B Bim block: disrupts Bim peptide binding to human Bcl-B; bead-based flow cytometry; inhibition, % at 10 µM; 0.073% of 190,000 active; AID 951;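 note: 0% = tracer peptide without compound and 100% = reference inhibitor peptide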
# Target sequence (Q9HD36 whole entry, looked up): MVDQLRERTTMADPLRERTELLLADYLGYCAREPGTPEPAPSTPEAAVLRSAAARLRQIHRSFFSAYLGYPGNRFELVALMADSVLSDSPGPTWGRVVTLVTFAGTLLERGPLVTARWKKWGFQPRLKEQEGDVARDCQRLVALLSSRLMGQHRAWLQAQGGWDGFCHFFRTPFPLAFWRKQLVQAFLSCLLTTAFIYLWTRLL
# Bfl-1 Bim block: inhibitors of Bim-Bfl-1 interaction, human; AID 1008; Q16548; inhibition, % at 10 µM; Bead-based flow cytometry, Bim-Bfl-1 binding inhibition; 0.12% of 190,000 active;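 note: 0% = wells without compound plus tracer and 100% = blocker peptide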
# GSH fluor: GSH bead compound fluorescence profile; GSH beads flow cytometry, compound fluorescence 488/530 nm; stronger effect = higher value; fluorescence (KMESF) at 10 µM; 0.25% of 190,000 active; in the data active = fluorescence above about 89;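 note: glutathione beads carrying GST-tagged Bcl family fusion proteins plus one bare bead set; values are compound well signal with DMSO vehicle wells as background; inactives centre near 16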
# ABCB1 block: blocks JC-1 efflux by human ABCB1 transporter | P08183 | 0.067% of 190,000 active | inhibition, % at 6.6 µM | CCRF-Adr cells, flow cytometry; in the data active = inhibition above about 40%;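 note: 0% = vehicle and 100% = reference inhibitor; higher value means more JC-1 retained so stronger ABCB1 efflux block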
# RGS7-Gao reg: regulators of human RGS7-Galphao interaction | P09471 | 0.35% of 220,000 active | Multiplexed bead flow cytometry, RGS7-Galphao binding; actives lie on both sides | binding response (% of control), % at 10 µM; in the data active = binding response below about 49% or above about 150%; inconclusive = no clear call, values can overlap the other calls; inactive = in between;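 note: fluorescent Galphao held in activated GDP-AlF4 state binding bead-coupled RGS7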
# RGS4-Gao reg: human RGS4-Galphao interaction regulation; P09471; Multiplexed bead flow cytometry, RGS4-Galphao binding; actives lie on both sides; binding response (% of control), % at 10 µM; 0.33% of 220,000 active; AID 1415; in the data active = binding response below about 49% or above about 150%; inactive = in between;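 note: fluorescent Galphao activated with aluminum fluoride binding bead-coupled RGS4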
# Bim-Bcl-W: disrupts Bim peptide binding to human Bcl-W | bead-based flow cytometry | inhibition, % at 10 µM | 0.02% of 190,000 active | AID 952;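 note: 0% = bound tracer without compound and 100% = peptide blocker; higher means less fluorescent Bim peptide bound to Bcl-W beads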
# Target sequence (Q92843 whole entry, looked up): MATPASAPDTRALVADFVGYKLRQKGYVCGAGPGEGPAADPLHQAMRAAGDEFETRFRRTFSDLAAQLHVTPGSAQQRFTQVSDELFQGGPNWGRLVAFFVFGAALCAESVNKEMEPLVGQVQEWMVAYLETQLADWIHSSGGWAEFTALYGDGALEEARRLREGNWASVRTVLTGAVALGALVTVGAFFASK
# An asterisk follows results filed as active; ? = inconclusive; . = no result given. Cut-off read from the data, not from the text of the source, unless noted: active = inhibition above about 40%.
SMILES	Bcl-B Bim block	RGS4-Gao reg	GSH fluor	RGS7-Gao reg	Bcl-2 Bim block	Bfl-1 Bim block	Avidin fluor	ABCB1 block	Bim-Bcl-XL	Bim-Bcl-W	ABCG2 block
Cc1cc(-c2nn(-c3ccccc3F)cc2CN2CCC(C(N)=O)CC2)c(C)s1	-3.0	98.8	17	99.9	-6.0	-5.0	7	1.1	-5.0	-4.0	2.5
O=C(CS(=O)(=O)Cc1ccccc1)Nc1nc2ccccc2s1	-6.0	102.4	50	104.3	-5.0	-12.0	7	1.2	5.0	0.0	6.0
NC(=O)NCc1cccc(Cl)c1	-8.0	99.4	35	99.7	0.0	-11.0	13	-0.6	-4.0	0.0	-0.3
O=C(O)c1cc(S(=O)(=O)N2CCCCC2)ccc1F	0.0	100.1	25	101.5	-3.0	-2.0	7	0.1	-2.0	-3.0	0.2
O=C(O)c1ccc(CSc2nc(-c3ccc(Cl)cc3)cc(C(F)(F)F)n2)cc1	0.0	96.6	24	96.4	-3.0	-1.0	5	0.0	-3.0	-1.0	0.2
CCCCn1c(SCc2nc3ccccc3s2)nc2cc(S(N)(=O)=O)ccc21	3.0	119.3	32	117.2	3.0	5.0	9	1.0	3.0	7.0	41.2
O=C(Oc1c(Br)cc(C(=S)N2CCOCC2)cc1Br)c1ccc(Cl)cc1	-1.0	92.6	27	121.5	-1.0	-1.0	8	-4.8	1.0	0.0	-5.0
CCCn1c(N2CCN(CC(=O)NCc3cccs3)CC2)nc2ccccc21	-2.0	101.2	18	100.3	-4.0	0.0	43	1.7	-1.0	-2.0	3.4
CCOC(=O)c1ccc(NC(=O)NC2CC3CCC(C2)N3)cc1 (stereo not given)	-3.0	100.9	11	102.4	0.0	-5.0	22	0.6	-1.0	-1.0	3.9
CC(=O)Nc1ccc(S(=O)(=O)c2ccc(C)cc2)cc1	-2.0	97.9	18	?	1.0	-4.0	9	-0.1	-2.0	2.0	-0.1
Cc1nn(C)cc1-c1csc(N)n1	-8.0	100.2	18	102.9	0.0	-2.0	6	0.1	-1.0	-3.0	2.6
O=C1OC(c2ccccc2)=C/C1=C\N1CCOCC1	-21.0	98.2	33	99.0	-9.0	-3.0	10	0.1	-16.0	-5.0	3.0
CCSc1ccccc1C(=O)NCCc1ccccc1	0.0	97.2	19	?	-4.0	-5.0	8	1.5	0.0	0.0	3.9
CCC(=O)Nc1nc2ccc3sc(C)nc3c2s1	4.0	104.2	17	?	3.0	3.0	10	0.2	0.0	0.0	2.7
N/C(=N\OC(=O)c1ccccc1)c1ccncc1	-2.0	102.5	13	?	-1.0	-2.0	13	0.5	-1.0	2.0	14.2
Cc1[nH]c2ccccc2c1C(=O)C(=O)NCCOc1ccccc1	2.0	104.0	13	101.4	0.0	5.0	10	-1.4	-1.0	0.0	33.7
c1ccc(C2CC(c3ccccc3)n3ncnc3N2)cc1 (stereo not given)	-6.0	101.5	23	101.3	1.0	-8.0	24	0.6	0.0	2.0	6.8
O=C(COC(=O)/C=C/c1cccc([N+](=O)[O-])c1)NCc1ccc2c(c1)OCO2	-5.0	95.1	16	?	-2.0	-6.0	11	0.8	-3.0	-2.0	20.1
COc1cccc(-n2nnc3c(=O)n(Cc4ccccc4Cl)cnc32)c1	-3.0	102.3	14	105.2	1.0	-1.0	5	0.2	-4.0	0.0	4.0
CC(NC(=O)c1ccccc1)C(c1cccs1)N1CCOCC1 (stereo not given)	-3.0	100.9	17	98.4	-10.0	-13.0	6	0.2	-4.0	-1.0	0.2
Cc1cc(C)c(C#N)c(SCc2ccc(C#N)cc2)n1	-8.0	101.3	48	98.9	-8.0	-8.0	4	-0.1	-3.0	0.0	4.1
O=C(NC1CCCC1)C(c1ccccc1)N(Cc1ccc2c(c1)OCO2)C(=O)Cc1cccs1 (stereo not given)	-3.0	100.7	33	102.2	0.0	0.0	6	0.1	-3.0	-2.0	0.6
CCCOc1ccc(N2C(=O)CC(NNC(=O)c3ccc(COc4ccccc4)o3)C2=O)cc1 (stereo not given)	-2.0	104.1	8	103.5	0.0	-5.0	15	0.6	-4.0	-6.0	1.8
O=S(=O)(/N=C(/Nc1ccc(F)cc1F)c1ccc(Cl)cc1)c1ccccc1	-13.0	99.2	14	96.1	-3.0	-6.0	26	0.7	-4.0	2.0	2.3
O=[N+]([O-])c1cc2c(c(CSc3nnc4ccccn34)c1)OCOC2	-4.0	95.5	8	100.0	0.0	-1.0	14	1.5	-3.0	-4.0	9.0
O=C1C(=O)c2c(C(=O)c3ccccc3)coc2-c2ccccc21	-11.0	91.5	40	92.0	-10.0	-8.0	10	0.0	-10.0	2.0	11.0
CCc1cccc2c(C(=S)N3CCOCC3)c[nH]c12	-1.0	101.5	17	101.4	0.0	-4.0	15	0.2	2.0	2.0	0.6
COc1nc(OC/C(N)=N/O)nc(N2CCOCC2)n1	0.0	102.2	79	103.6	0.0	2.0	11	-0.1	-1.0	-1.0	-0.2
COc1ccc(C2CC(C(F)(F)F)n3nc(C(=O)Nc4c(C)n(C)n(-c5ccccc5)c4=O)c(Cl)c3N2)cc1 (stereo not given)	-5.0	102.5	4	101.9	-2.0	0.0	15	1.7	-4.0	-2.0	28.1
Cc1cc(NC(=O)/C=C/C(=O)N(c2ccccc2C)C(C(=O)NC2CCCC2)c2ccc(F)cc2)no1 (stereo not given)	-9.0	97.9	12	96.0	-9.0	-9.0	9	2.7	-4.0	1.0	7.9
O=C(CC1NC(=O)NC1=O)Nc1cccc2ccccc12 (stereo not given)	-7.0	103.2	40	102.1	-6.0	-7.0	14	0.8	-9.0	-1.0	1.3
CCCn1c(SCC(=O)c2ccc(OC)c(OC)c2)nc2c1c(=O)n(C)c(=O)n2C	.	99.1	31	99.3	?	.	9	0.6	.	.	6.1
COc1ccc(CNC(=O)Cn2cc([N+](=O)[O-])nc2C)cc1	0.0	101.1	11	97.0	-2.0	-3.0	8	0.0	-3.0	-2.0	-0.2
CCOC(=O)N1CCC(c2cc(=O)n3[nH]c(-c4ccccc4)cc3n2)CC1	-3.0	100.7	18	95.7	-6.0	-8.0	7	-0.9	-3.0	3.0	-0.8
COc1ccc(-c2nc(NC3=NCCCCC3)sc2C)cc1	-8.0	101.9	18	104.5	-2.0	-2.0	15	0.8	-4.0	0.0	8.5
C/C(=N\OCC(=O)Nc1cc(C)cc(C)c1)c1ccc2c(c1)OCCO2	-5.0	97.1	17	96.7	-11.0	-14.0	7	0.1	-5.0	-6.0	9.7
O=c1c2c(-c3cccs3)csc2[nH]c(=S)n1-c1ccccc1	-8.0	95.7	25	100.9	-2.0	0.0	15	-0.2	-3.0	-5.0	-0.6
CCCc1nnc(SCC(=O)Nc2ccc(OC)cc2)n1N	-11.0	100.7	36	102.6	-13.0	-19.0	13	2.3	-13.0	-3.0	5.6
COc1ccc(CCNC(=O)CCCCCN2C(=O)c3ccccc3C2=O)cc1	-5.0	101.1	26	101.2	-6.0	-13.0	4	0.7	-1.0	3.0	3.5
O=C(CCC(=O)c1ccc[nH]1)c1ccc(Cl)cc1	1.0	84.7	15	103.6	5.0	1.0	12	0.5	0.0	0.0	3.5
CC1=Nc2ccc(Br)cc2C(c2ccccc2)N1CC(=O)NN (stereo not given)	-2.0	102.2	11	102.6	0.0	-10.0	3	0.9	0.0	-2.0	-0.9
Cc1ccc(C(=O)CSc2nc(C)cc(C)c2C(N)=O)cc1	-1.0	121.1	56	112.6	-4.0	0.0	4	1.0	-14.0	-3.0	3.5
COc1ccc(CCNC(=O)COC(=O)/C=C/c2ccc(OC)c(OC)c2)cc1	-10.0	102.5	10	100.8	-11.0	-8.0	22	0.4	-10.0	-8.0	88.7*
COc1cccc(/C=N/NC(=O)CC(=O)NCCc2ccc(OC)c(OC)c2)c1	-8.0	100.4	17	104.3	-10.0	-11.0	9	0.5	-2.0	0.0	3.8
O=C(c1ccc(Cn2c(=S)[nH]c3cc4c(cc3c2=O)OCO4)cc1)N1CCN(c2ccccc2)CC1	-9.0	99.3	15	102.5	-3.0	-2.0	12	1.0	-3.0	-2.0	0.4
S=C(NCCC1=CCCCC1)Nc1ccccc1	-8.0	100.6	11	98.5	-8.0	-3.0	33	0.0	-5.0	-4.0	0.4
CNC(=O)c1cc2c(ccc3ccccc32)o1	-1.0	97.7	11	94.3	1.0	-7.0	10	0.4	2.0	3.0	16.1
COCCNC(=O)C(c1ccc(C)o1)N(Cc1ccccc1)C(=O)Cn1nnc2ccccc21 (stereo not given)	-1.0	100.1	21	98.8	-1.0	-6.0	2	0.4	-3.0	7.0	2.1
O=C(NCc1ccccc1)c1c(O)c2cccc3c2n(c1=O)CCC3	3.0	95.5	14	92.9	0.0	0.0	14	1.2	0.0	2.0	10.0
CCOC(=O)c1sc(N)c(C(=O)OC)c1C	-2.0	97.2	30	91.5	0.0	-2.0	6	0.5	1.0	0.0	10.3
COC(=O)c1sccc1NC(=O)CN1CCN(c2ccc(F)cc2)CC1	-6.0	101.5	25	105.5	-6.0	-8.0	38	1.2	-3.0	-1.0	12.1
CC(=O)OC1CC(C)(C)N(OC(=O)c2ccc(N)cc2)C(C)(C)C1	-4.0	97.7	23	98.1	-14.0	-15.0	11	0.5	-10.0	0.0	2.1
Brc1ccc(CSc2nnc(-c3ccccn3)n2Cc2ccco2)cc1	-2.0	98.2	25	100.7	3.0	2.0	8	1.5	0.0	1.0	3.3
CCOC(=O)C1=C(N)OC2=C(C(=O)CC(C)(C)C2)C1c1cc(CSc2nnnn2C)cs1 (stereo not given)	-7.0	97.8	13	103.3	-7.0	-1.0	9	5.8	-3.0	-2.0	4.2

# An excerpt of these results, with values under each structure.
# Values in the order – Bcl-B Bim block	RGS4-Gao reg	GSH fluor	RGS7-Gao reg	Bcl-2 Bim block	Bfl-1 Bim block	Avidin fluor	ABCB1 block	Bim-Bcl-XL	Bim-Bcl-W	ABCG2 block
- Brc1ccc(CSc2nnc(-c3ccccn3)n2Cc2ccco2)cc1
 : -2.0	98.2	25	100.7	3.0	2.0	8	1.5	0.0	1.0	3.3
- CC1=Nc2ccc(Br)cc2C(c2ccccc2)N1CC(=O)NN (stereo not given)
 : -2.0	102.2	11	102.6	0.0	-10.0	3	0.9	0.0	-2.0	-0.9

# A stretch of the results above:
SMILES	Bcl-B Bim block	RGS4-Gao reg	GSH fluor	RGS7-Gao reg	Bcl-2 Bim block	Bfl-1 Bim block	Avidin fluor	ABCB1 block	Bim-Bcl-XL	Bim-Bcl-W	ABCG2 block
COc1ccc(CNC(=O)Cn2cc([N+](=O)[O-])nc2C)cc1	0.0	101.1	11	97.0	-2.0	-3.0	8	0.0	-3.0	-2.0	-0.2
CCOC(=O)N1CCC(c2cc(=O)n3[nH]c(-c4ccccc4)cc3n2)CC1	-3.0	100.7	18	95.7	-6.0	-8.0	7	-0.9	-3.0	3.0	-0.8
COc1ccc(-c2nc(NC3=NCCCCC3)sc2C)cc1	-8.0	101.9	18	104.5	-2.0	-2.0	15	0.8	-4.0	0.0	8.5
C/C(=N\OCC(=O)Nc1cc(C)cc(C)c1)c1ccc2c(c1)OCCO2	-5.0	97.1	17	96.7	-11.0	-14.0	7	0.1	-5.0	-6.0	9.7

# Source: PubChem BioAssay (NMMLSC)
